NS5 inhibitors: Dengue-2 NS5 methyltransferase inhibitors, primary screen, biochemical, confirmation dose response (AID 588689) | 340,000 compounds, 0.3% hits | one-dose inhibition, % at 25 µM; IC50 in µM for titrated hits | Dengue-2 NS5 methyltransferase capping enzyme assay, biochemical; higher % means a stronger effect; in the data active = a potency from the dose series
KOR beta-arrestin-1: KOR agonists, beta-arrestin recruitment, primary screen, cell-based, luminescence, uHTS (AID 1777) | KOR beta-arrestin recruitment, luminescence; higher % means a stronger effect | one-dose activation, % at 10 µM; EC50 in µM for titrated hits | 280,000 compounds, 0.02% hits; in the data active = activation above about 50%, passing the limit was not always enough; note: a part of the inactive calls stands beside numbers as strong as those of hits
KOR beta-arrestin-2: KOR antagonists, beta-arrestin recruitment, cell-based, luminescence, uHTS (AID 1778); KOR beta-arrestin recruitment, luminescence, antagonist mode; higher % means a stronger effect; inhibition, % at 10 µM, or IC50 in µM where a hit was titrated; 290,000 compounds, 0.091% hits; note: strong numbers were not always called active
Yfh1-off respiration: enhancers of respiration in Yfh1-depleted yeast, dose response, Friedreich's ataxia, plus single-dose screen (AID 1465); S. cerevisiae Yfh1-off respiration, WST-1 reduction, 72 h; higher fold induction means a stronger effect; one-dose fold induction at 50 µM; EC50 in µM for titrated hits; 220,000 compounds, 0.074% hits;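 active = fold induction of absorbance versus untreated yeast above a set limit, then at least 30% activation at any dose in follow-up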;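 note: activators that raise dye reduction in frataxin-depleted yeast; strong numbers were not always called active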
West Nile virus CPE: inhibition of WNV-induced cytopathic effect – cell-based, CPE readout (AID 1621). West Nile virus-infected cells, CPE inhibition; higher % means a stronger effect. CPE inhibition, % at 10 µM, or IC50 in µM where a hit was titrated. 290,000 compounds, 0.02% hits; in the data active = a potency from the dose series; note: strong numbers were not always called active
NOD1 NF-kB reporter: inhibition of NOD1-driven NF-kB reporter – cell-based, luminescence, uHTS, primary screen (AID 1578) | NOD1-driven NF-kB luciferase reporter cells, luminescence; higher % means a stronger effect | inhibition, % at 4 µM, or EC50 in µM where a hit was titrated | 290,000 compounds, 1% hits; in the data active = inhibition mostly above about 36%, no sharp cut-off; inactive = mostly below about 34%;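 note: HEK-293T reporter cells stimulated with the NOD1 agonist gamma-tri-DAP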
NOD2 inhibition: inhibition of NOD2-driven NF-kB reporter – cell-based, luminescence, uHTS, HEK293 (AID 1566); HEK293 NOD2/NF-kB luciferase reporter, luminescence; higher % means a stronger effect; inhibition, % at 4 µM; hits with a dose series show EC50 in µM; 290,000 compounds, 0.63% hits; note: many of its hits are not listed in these tables
HIV fusion peptide: inhibitors of HIV fusion peptide binding, primary screen, biochemical, uHTS, fluorescence dequenching (AID 1986); inhibition, % at 20 µM; hits with a dose series show IC50 in µM; cell-free peptide binding, fluorescence dequenching, 30 min; higher % means a stronger effect; 290,000 compounds, 0.3% hits; in the data active = inhibition mostly above about 52%, no sharp cut-off; inactive = mostly below about 76%; note: some results filed as inactive read as strong as hits
AID2073: disruptors of CaV2.2 binding to Mint1 – biochemical, HTRF (AID 2073); HTRF protein-protein interaction, Mint1-CaV2.2; higher % means a stronger effect; inhibition, % at 20 µM, or IC50 in µM where a hit was titrated; 290,000 compounds, 0.19% hits; in the data active = inhibition mostly above about 51%, no sharp cut-off; note: some results filed as inactive read as strong as hits
NS5 inhibitors pilot replicate: further read-out of NS5 inhibitors, marked with its call; inhibition, %; measured here: pilot screen replicate inhibition
The depositor's hits bear a star; i = inactive; / = not tested or not shown; [ ] = another dose, or the depositor's remark. Cut-off read from the data, not from the text of the source, unless noted: active = inhibition above about 50%; inactive = the rest. Some of the compounds tested; the hit share may differ from the screen's.

SMILES | NS5 inhibitors | KOR beta-arrestin-1 | KOR beta-arrestin-2 | Yfh1-off respiration | West Nile virus CPE | NOD1 NF-kB reporter | NOD2 inhibition | HIV fusion peptide | AID2073 | others
COc1ccc(C2CC(C(F)(F)F)n3nc(C(=O)Nc4c(C)n(C)n(-c5ccccc5)c4=O)c(Cl)c3N2)cc1 (configuration not stated) | / | -1.3% | 9% | i | -0.9% | -14% | 3% | 2.6% | -4%
CCOC(=O)C1CCN(c2c(NCc3ccc(C(=O)NC(C)CC)cc3)c(=O)c2=O)CC1 (configuration not stated) | -10% | 8.5% | -17% | i | 0.4% | -2% | -3% | 0.9% | -6%
CCc1ccc(CN(C(=O)c2oc3ccccc3c2C)C2CCS(=O)(=O)C2)cc1 (configuration not stated) | -1% | 2.2% | -4%[20 µM] | / | -0.6% | 17% | 9% | 6.1% | -2%
COc1ccc(C)cc1Nc1nc(N)c2cc(OC)c(OC)cc2n1 | -3% | -6.2% | -32% | / | 0.6% | -7% | 9% | 1.8% | 10%
CC(=O)NNC(=O)c1[nH]c2ccc(Cl)cc2c1-c1ccccc1 | -9% | 2.5% | -1% | i | 0.3% | -3% | -1% | -1.8% | -7%
CC(Cc1ccccc1)C(=O)NCc1nc2ccccc2s1 (configuration not stated) | -1% | 3.3% | -18% | i | 0.1% | 33% | 2% | 1.9% | -3%
O=C(NCCc1ccccn1)c1ccc(NS(=O)(=O)c2ccc(F)cc2)cc1 | -5% | -1.3% | -2% | i | 2.0% | -14% | 10% | -0.6% | -2%
Cc1cc(C)nc(S/C=C/C(=O)c2ccccc2)n1 | -29% | 1.2% | 2% | i | -0.4% | 22% | -24% | -1.2% | -66%
CCOc1ccc(N(CC)C(=O)CCNC(=O)Cn2ccc3ccccc3c2=O)cc1 | 2% | -5.2% | -19% | i | -0.4% | -20% | 5% | 4.1% | -5%
CN(C)C(CNC(=O)CCS(=O)(=O)c1ccccc1)c1ccccc1 (configuration not stated) | 1% | -9.6% | 15% | / | -0.3% | 0% | 18% | -0.6% | 9%
S=c1[nH]c(-c2ccccc2)cn1/N=C/c1cccc2ccccc12 | 0% | 1.3% | 13% | i | 0.1% | -10% | -22% | 2.9% | 45%
CCCN(C(=O)CCl)C1=CCCCC1 | -9% | 0.3% | 2% | i | -0.4% | -27% | -8% | -1.6% | 5%

Gathered by group: the entries above containing a Cl atom (3)
SMILES | NS5 inhibitors | KOR beta-arrestin-1 | KOR beta-arrestin-2 | Yfh1-off respiration | West Nile virus CPE | NOD1 NF-kB reporter | NOD2 inhibition | HIV fusion peptide | AID2073 | others
COc1ccc(C2CC(C(F)(F)F)n3nc(C(=O)Nc4c(C)n(C)n(-c5ccccc5)c4=O)c(Cl)c3N2)cc1 (configuration not stated) | / | -1.3% | 9% | i | -0.9% | -14% | 3% | 2.6% | -4%
CC(=O)NNC(=O)c1[nH]c2ccc(Cl)cc2c1-c1ccccc1 | -9% | 2.5% | -1% | i | 0.3% | -3% | -1% | -1.8% | -7%
CCCN(C(=O)CCl)C1=CCCCC1 | -9% | 0.3% | 2% | i | -0.4% | -27% | -8% | -1.6% | 5%

More records follow.
SMILES | NS5 inhibitors | KOR beta-arrestin-1 | KOR beta-arrestin-2 | Yfh1-off respiration | West Nile virus CPE | NOD1 NF-kB reporter | NOD2 inhibition | HIV fusion peptide | AID2073 | others
COc1ccc(-c2cc(-c3nnc(COC(=O)c4ccncc4)o3)c3ccccc3n2)cc1OC | 1% | -4.7% | 13% | i | 1.3% | -28% | 20% | 0.2% | 53%
Cc1ccc([C@@H]2C[C@H]3CN(Cc4cccc(Cl)c4)C(=O)[C@]34CCCN24)o1 | -4% | -1.0% | 23%[20 µM] | i | -0.4% | -12% | 8% | 5.0% | 15%
CC1(C)CC(=O)C2=C(C1)N(CCN1CCOCC1)C1=C(C(=O)CC(C)(C)C1)C2c1cccc(F)c1 | -2% | -1.7% | -22% | i | -1.0% | -12% | 7% | 1.6% | 12%
COc1ccc(CCC(=O)Nc2ccc(S(=O)(=O)Nc3nccc(C)n3)cc2)cc1 | -11% | 3.4% | -17% | / | -0.1% | 26% | -16% | 6.0% | 7%
Cc1cc(Nc2cccc(Cl)c2)c2ccccc2n1 | -11% | 0.9% | -18%[20 µM] | / | -2.0% | 27% | 25% | 0.6% | 7%
OCCC1CN(Cc2nc3ccccc3[nH]2)CCN1C1CCCC1 (configuration not stated) | -2% | 9.6% | -15%[20 µM] | i | 0.3% | -19% | 3% | 1.9% | 2%
COC(=O)c1ccc(-n2c(CCC(=O)O)ccc2-c2ccccc2)cc1 | -5% | -2.1% | 24% | / | 1.0% | -8% | -6% | 2.9% | 16%
CCCN1C(=O)c2ccc(C(=O)NC3=NCCS3)cc2C1=O | 3% | -3.1% | -3% | i | 0.0% | -4% | 4% | 0.5% | -1%
Nc1nc(Nc2ccccc2)nc(N2CCCC2)c1[N+](=O)[O-] | 2% | -1.0% | -26% | / | 0.9% | -5% | -22% | -0.4% | 3%
COc1ccc(C)cc1NC(=O)Nc1ccc(Br)cn1 | -7% | 1.3% | 14% | i | -0.4% | -13% | 11% | -0.9% | 3% | NS5 inhibitors pilot replicate=-5.1
Cc1cc(C)n(C(C)CNS(=O)(=O)c2ccccc2)n1 (configuration not stated) | -1% | -4.5% | 5% | / | -0.1% | -34% | 2% | -0.2% | -6%
Oc1oc(-c2ccc(Br)cc2)nc1/C=N/c1ccccn1 | 8% | -2.3% | -21% | i | 0.1% | -64% | -37% | 2.3% | 18%

Compounds shown so far with bromine:
SMILES | NS5 inhibitors | KOR beta-arrestin-1 | KOR beta-arrestin-2 | Yfh1-off respiration | West Nile virus CPE | NOD1 NF-kB reporter | NOD2 inhibition | HIV fusion peptide | AID2073 | others
COc1ccc(C)cc1NC(=O)Nc1ccc(Br)cn1 | -7% | 1.3% | 14% | i | -0.4% | -13% | 11% | -0.9% | 3% | NS5 inhibitors pilot replicate=-5.1
Oc1oc(-c2ccc(Br)cc2)nc1/C=N/c1ccccn1 | 8% | -2.3% | -21% | i | 0.1% | -64% | -37% | 2.3% | 18%

More compounds follow:
SMILES | NS5 inhibitors | KOR beta-arrestin-1 | KOR beta-arrestin-2 | Yfh1-off respiration | West Nile virus CPE | NOD1 NF-kB reporter | NOD2 inhibition | HIV fusion peptide | AID2073 | others
COc1ccc(CCN=C2SCC(=O)N2C)cc1OC | -3% | 8.0% | 28% | i | -0.1% | 2% | 6% | -0.2% | -3%
O=C1N=C(N2CCc3ccccc3C2)S/C1=C\c1ccc(O)cc1 | -15% | -0.3% | 14% | i | 0.4% | 8% | -5% | -4.5% | -10%
CC(=O)Nc1ccc(S(=O)(=O)Nc2cc(C)cn(Cc3ccc(C)cc3)c2=O)cc1 | -30% | -4.0% | 10% | / | 0.1% | -18% | 8% | 1.5% | -15%
O=C(CCC(=O)N1CCOc2ccc(Cl)cc21)NCCCN1CCOCC1 | -4% | / | 2%[20 µM] | / | 0.0% | -16% | 18% | -2.3% | 3%
COC(=O)CCCCC1SCC(NC(=O)c2ccccc2)C1OC(C)=O (configuration not stated) | -2% | -1.2% | 17%[20 µM] | i | -0.1% | -30% | 10% | -0.6% | 3%
O=C(O)COc1ccccc1C(Nc1ccccn1)c1cc(Cl)c2cccnc2c1O (configuration not stated) | 43µM* | 5.1% | -8% | i | -0.6% | -54% | -12% | 57%* | 8%
COc1ccc(-c2nn(-c3ccccc3)cc2C(=O)Nc2ccc(C(=O)O)cc2)cc1OC | -3% | 3.2% | -48% | / | -0.2% | -10% | 1% | 8.2% | 5%
COc1cc([N+](=O)[O-])ccc1NC(=O)CCCOc1ccc(C)cc1 | -9% | 6.1% | -43% | i | -0.1% | / | 25% | 1.6% | 2%
C=CC[C@H]1CC(C)=C[C@H](CC=C)N1C(=O)c1cc(COc2ccccc2SC)on1 | 2% | 2.7% | -5% | / | -0.3% | 5% | 2% | 9.9% | 9%
C/C(CC(=O)NCc1ccco1)=N\NC(=O)C(c1ccccc1)c1ccccc1 | 3% | 4.5% | -10% | i | 0.0% | 8% | 12% | -3.2% | 32%
CCCCn1c(SCC(=O)Nc2cc(C)on2)nnc1-c1cccs1 | -4% | -1.4% | -17% | i | 0.2% | -5% | -8% | -0.6% | 7%
CCn1c(C(=O)N2CCC(C(=O)N3CCN(c4ccccn4)CC3)CC2)cc2sccc21 | -5% | -2.8% | 24% | i | 0.3% | -11% | 14% | -0.6% | -2%
Cc1oc2c(CN3CCOCC3)c(O)ccc2c(=O)c1-c1ccc(Cl)cc1 | -10% | -1.7% | -16% | i | -0.1% | -10% | 6% | -1.3% | 8%
CC1CC(C)CN(S(=O)(=O)c2cccc(C(=O)OCCN3CCCC3=O)c2)C1 (configuration not stated) | -8% | -1.2% | -1% | i | 0.4% | -22% | -6% | 0.9% | 1%
COc1ccc(NS(=O)(=O)c2ccc3c(c2)NC(=O)C(C)S3)cc1 (configuration not stated) | 1% | 7.5% | 3% | / | -0.3% | / | / | 1.3% | -3%
CC(C)[C@H](NC(=O)CCn1nnc2ccccc2c1=O)C(=O)O | -2% | -2.2% | 12% | i | -0.1% | 6% | 7% | 2.0% | 5%
O=C(CCOc1ccccc1)Nc1ccnn1C1CCN(CCc2ccccc2)CC1 | -4% | -1.2% | -11% | / | -0.4% | -4% | -7% | -1.2% | 3%
Cc1c(-c2nn(C)c(=O)c3ccccc23)oc2ccc(F)cc2c1=O | -3% | 2.0% | -42% | i | -0.1% | -15% | -25% | 0.2% | 1%
Cc1ccc(OCCN2C(=O)S/C(=C\c3ccc(C)o3)C2=O)cc1 | 1% | -3.0% | 26% | i | 0.0% | -22% | 0% | 34% | 15%
COc1ccc(C(=O)Nc2ccc3c(c2)nc2n3CCSC2)cc1 | 3% | -2.4% | 22% | i | 1.3% | -10% | 15% | -4.4% | 8%
Nc1n[nH]c(N)c1N=Nc1ccc(F)cc1 | -6% | 4.0% | -54% | i | 0.4% | -53% | -7% | -2.0% | 0%
COc1cccc(C(=O)Nc2ccc(NC(=O)C3CC3)nc2)c1 | 2% | -1.9% | 0% | / | -0.1% | -14% | -11% | -1.3% | 6%
CC(C)CCCN1CCN=C1Nc1ccccc1 | -2% | -4.9% | 10%[20 µM] | / | -0.4% | -30% | 4% | 0.1% | 11%
CCOCCCNCc1ccc(OCCC(C)C)c(OC)c1 | -5% | -7.9% | 4% | i | -0.4% | -9% | -24% | 0.2% | -8%

Entries listed so far containing a furan ring, fused or not:
SMILES | NS5 inhibitors | KOR beta-arrestin-1 | KOR beta-arrestin-2 | Yfh1-off respiration | West Nile virus CPE | NOD1 NF-kB reporter | NOD2 inhibition | HIV fusion peptide | AID2073 | others
CCc1ccc(CN(C(=O)c2oc3ccccc3c2C)C2CCS(=O)(=O)C2)cc1 (configuration not stated) | -1% | 2.2% | -4%[20 µM] | / | -0.6% | 17% | 9% | 6.1% | -2%
Cc1ccc([C@@H]2C[C@H]3CN(Cc4cccc(Cl)c4)C(=O)[C@]34CCCN24)o1 | -4% | -1.0% | 23%[20 µM] | i | -0.4% | -12% | 8% | 5.0% | 15%
C/C(CC(=O)NCc1ccco1)=N\NC(=O)C(c1ccccc1)c1ccccc1 | 3% | 4.5% | -10% | i | 0.0% | 8% | 12% | -3.2% | 32%
Cc1ccc(OCCN2C(=O)S/C(=C\c3ccc(C)o3)C2=O)cc1 | 1% | -3.0% | 26% | i | 0.0% | -22% | 0% | 34% | 15%
